Rac1 GTP hydrolysis – MgcRacGAP GTPase-activating activity inhibitors, confirmation, biochemical, ADP Hunter fluorescence. MgcRacGAP-stimulated Rac1 GTP hydrolysis, ADP Hunter fluorescence; higher % means a stronger effect; GST-tagged Rac1 F28L mutant substrate. one-dose inhibition, % at 30 µM; IC50 in µM for titrated hits. actives 0.6% (n = 340,000). AID 624330;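 active means first-screen hits whose inhibition reached a set limit at any dose in the follow-up dose series; inconclusive means inhibition above the set first-screen limit but never retested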;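 further: fluorescence reports GDP produced by GAP-driven GTP hydrolysis; strong numbers were not always called active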
SV40 large T antigen – SV40 large T antigen inhibitors, biochemical (AID 1903). SV40 large T antigen ATPase/helicase inhibition assay; higher % means a stronger effect. actives 0.39% (n = 310,000). inhibition, % at 20 µM; hits with a dose series show IC50 in µM; in the data active means a potency from the dose series; inconclusive means inhibition mostly from about 32% at the one dose, without a potency; inactive means the rest, 99 in 100 with inhibition below about 32%; further: strong numbers were not always called active
West Nile antiviral – inhibition of WNV-induced cytopathic effect – cell-based, CPE readout (AID 1621); West Nile virus-infected cells, CPE inhibition; higher % means a stronger effect; CPE inhibition, % at 10 µM, or IC50 in µM where a hit was titrated; actives 0.02% (n = 290,000); in the data active means a potency from the dose series; inconclusive means CPE inhibition mostly from about 3.7% at the one dose, without a potency; inactive means the rest, 99 in 100 with CPE inhibition below about 2.2%; further: strong numbers were not always called active
RSV antiviral HEp-2 – inhibition of RSV-induced cytopathic effect – HEp-2 cells, primary 10 µM value included (AID 2391); HEp-2 cells, RSV-induced CPE inhibition; higher % means a stronger effect; CPE inhibition, % at 10 µM, or IC50 in µM where a hit was titrated; actives 0.13% (n = 310,000); in the data active means a potency from the dose series; inconclusive means CPE inhibition mostly from about 23% at the one dose, without a potency; inactive means the rest, 99 in 100 with CPE inhibition below about 21%; further: strong numbers were not always called active
ER stress rescue – protection against thapsigargin-triggered cell killing – 384-well, CSM14.1, ATP luminescence, primary screen (AID 1222); CSM14.1 thapsigargin-induced death rescue, ATP luminescence; higher % means a stronger effect; 190,000 tested, under 10 active; cellular ATP content (survival), % at 20 µM, or EC50 in µM where a hit was titrated;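 active means EC50 below 50 µM in the dose-response confirmation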;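 further: death triggered by thapsigargin at about 15 µM added after 2 h compound pretreatment; cell ATP read after overnight thapsigargin exposure of roughly 18 to 22 hours; normalized against plate controls of thapsigargin alone and 5% DMSO vehicle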
LYP inhibition – PTPN22 lymphoid phosphatase activity blockers – biochemical, fluorescence intensity, uHTS (AID 1779) | recombinant LYP phosphatase, fluorescence intensity; higher % means a stronger effect | inhibition, % at 11.5 µM, or IC50 in µM where a hit was titrated | actives 0.054% (n = 290,000); in the data active means inhibition above about 50%;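 further: plate controls were vehicle with enzyme for no effect and no enzyme for full effect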
PhoP inhibition – inhibitors of PhoP regulon expression, primary screen, Salmonella Typhimurium, GFP reporter (AID 1863) | S. Typhimurium PhoP-regulated promoter GFP reporter, 4 h; higher % means a stronger effect | one-dose inhibition, % at 50 µM; IC50 in µM for titrated hits | actives 0.16% (n = 300,000);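 active means inhibition over 29.93%, a cutoff 3 SD above the screen mean, later confirmed by dose response; inconclusive means inhibition over 29.93% but no dose response follow-up; inactive means inhibition at most 29.93% or unconfirmed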;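 further: 0% = low Mg2+ inducing control and 100% = high Mg2+ repressing control; strong numbers were not always called active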
GPR35 antagonists – GPR35 antagonists blocking zaprinast-driven arrestin recruitment, primary screen, imaging, U2OS, beta-arrestin-GFP, zaprinast agonist (AID 2058); U2OS GPR35 beta-arrestin-GFP translocation imaging, zaprinast antagonism; higher % means a stronger effect; inhibition, % at 10 µM; hits with a dose series show IC50 in µM; actives 0.052% (n = 290,000);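 active means inhibition of at least 50% with at least 30 cells and total cytoplasm GFP at most 10,000,000; inconclusive means under 30 cells or total GFP of 10,000,000 plus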
Dengue-2 NS5 capping – Dengue-2 NS5 methyltransferase inhibitors, primary screen, biochemical, confirmation dose response (AID 588689); Dengue-2 NS5 methyltransferase capping enzyme assay, biochemical; higher % means a stronger effect; inhibition, % at 25 µM, or IC50 in µM where a hit was titrated; actives 0.3% (n = 340,000); in the data active means a potency from the dose series; inconclusive means inhibition above about 29% without an active follow-up result
* marks the source's active call; other numbers are inactive results; ? = inconclusive; . = no result given.

SMILES | Rac1 GTP hydrolysis | SV40 large T antigen | West Nile antiviral | RSV antiviral HEp-2 | ER stress rescue | LYP inhibition | PhoP inhibition | GPR35 antagonists | Dengue-2 NS5 capping
CC(=O)C1=C(C)Nc2ncnn2C1c1ccccc1Cl (centres undefined) | -3% | 9% | 0.0% | 0.4% | -0.9% | -8% | -10% | 11% | 3%
Cc1ccc(NC(=O)Cn2cc(S(=O)(=O)c3ccc(F)cc3)c(=O)c3cc(F)ccc32)cc1 | -6% | 12% | . | 2.7% | -3.8% | -6% | 7% | -5% | -1%
CN1CCc2c(c3c(n2C)CCN(C)C3c2ccc(F)cc2)C1c1ccc(F)cc1 (centres undefined) | -7% | 14% | . | -2.0% | -3.2% | -9% | -4% | -3% | -1%
O=C(Oc1ccccc1N1C(=O)C2CCCCC2C1=O)c1ccccc1 (centres undefined) | 4% | 9% | . | -0.1% | -0.7% | -8% | 8% | 1% | -3%
COCCN(C(=O)C(C)C)c1nnc(-c2cccc(C)c2)s1 | 5% | 6% | -0.2% | 37µM* | 1.5% | -4% | -3% | 10% | -12%
C=CCNc1nc(C(=O)OCC(=O)c2ccc(Cl)cc2)cs1 | 6% | 15% | . | -0.6% | . | . | 2% | . | -1%
COc1ccccc1OC(=O)C1CC(=O)N(c2ccc(Cl)cc2)C1 (centres undefined) | 4% | 13% | 0.1% | -1.1% | -1.3% | 2% | -7% | 4% | -6%
CCOC(=O)c1nc(C)sc1-c1ccnn1S(=O)(=O)c1ccccc1C(F)(F)F | . | 2% | -0.1% | 0.4% | . | -5% | -6% | -5% | .
Cc1ccn(C(=O)c2ccc(NC(=O)C3CC3)cc2)n1 | -23% | 27% | 1.2% | 0.8% | -2.1% | -11% | -1% | 5% | -2%
COc1ccc(C(=O)NC(CCSC)C(=O)N2CCCCCC2)cc1 (centres undefined) | 0% | 2% | 0.0% | -0.1% | . | -10% | 7% | 2% | -3%
COc1cccc(CNC(=O)[C@H](CC(C)C)NC(=O)N2CCn3c2nc2ccccc23)c1 | 6% | 8% | -0.3% | 1.7% | . | -2% | -9% | -4% | -5%
COc1ccc(NS(=O)(=O)c2cc(NC(=O)C3CC3)ccc2N2CCCCC2)cc1 | 6% | -3% | -1.1% | 2.9% | 0.5% | 12% | -1% | -1% | -5%
C=CCSc1nnc2c(n1)OC=Nc1ccc(Br)cc1-2 | 14% | 3% | -0.2% | 0.5% | -0.4% | 2% | -12% | 1% | 7%
CC1(C)Cc2c(sc(NC(=O)c3ccco3)c2C#N)CO1 | 9% | 34% | -0.3% | 0.5% | -6.7% | -3% | -1% | 4% | -2%
COc1cc(OC)cc(C(=O)NCCSc2c[nH]c3ccccc23)c1 | 2% | 21% | -0.4% | -0.1% | . | -10% | . | -20% | -10%
CNC(=O)CCN(Cc1ccco1)S(=O)(=O)c1ccc(OC)c(OC)c1 | 2% | 5% | -0.4% | 0.4% | . | -8% | -2% | -3% | -9%
CCOc1ccccc1N(CC(=O)Nc1ccc(S(=O)(=O)N2CCOCC2)cc1)S(=O)(=O)c1ccccc1 | 6% | 4% | 1.2% | 2.3% | 0.0% | -5% | -16% | 22% | -3%
CCOc1ccccc1NC(=O)CSCC(=O)Nc1ccccc1 | 1% | 5% | -0.4% | 0.4% | -0.7% | 2% | 3% | -3% | 0%
COc1ccc(NC2=NC(=S)N(c3ccc(C)cc3)C23CCCCC3)cc1 | 6% | 0% | ? | 1.1% | -4.8% | -2% | 16% | 11% | 3%
COc1ccccc1Nc1nc2cc(C)ccc2cc1C#N | 6% | 20% | -0.1% | 2.9% | -0.6% | -7% | -6% | 4% | .
COc1ccc(-c2nnc(SCC(=O)N3CCOCC3)o2)cc1 | 12% | 12% | 0.1% | -1.0% | 2.3% | -6% | 1% | 6% | -1%
CN(C)N1C(N)=C(C#N)C(c2ccccc2)C2=C1CCCC2=O (centres undefined) | 11% | 9% | -0.2% | -0.1% | -1.0% | -9% | -3% | -13% | -2%
COC(=O)c1sccc1NC(=S)N1CCCCC1 | 8% | 16% | 0.9% | -0.7% | -0.3% | -2% | 8% | 12% | -5%
COc1ccc(Oc2cccc(Cl)c2CNC(=O)CCC(=O)O)cc1 | 7% | 7% | 0.1% | 2.3% | . | -8% | -3% | 9% | 2%
COC(=O)CCN(C(=O)c1ccc(N2CCCCC2)c([N+](=O)[O-])c1)c1ccccn1 | 2% | 8% | 0.0% | -1.0% | -0.8% | -6% | -2% | -8% | -11%
COc1ccc(-c2[nH]ncc2Oc2ccccc2OC)c(O)c1 | -2% | -1% | 1.2% | 1.6% | -3.7% | -4% | 6% | 2% | -3%
Cc1c(-n2cc(C(=O)c3cc(F)ccc3O)cc(C#N)c2=O)c(=O)n(-c2ccccc2)n1C | 6% | 3% | -0.5% | 1.9% | -0.8% | -3% | -10% | -8% | -26%
Cc1cc(C)nc(SCC(=O)OCC(=O)Nc2ccccc2)n1 | 9% | 4% | -0.2% | 0.1% | . | -7% | -11% | -2% | -10%
COc1ccc(CC2(CO)CCN(S(=O)(=O)c3sccc3C)CC2)cc1 | -14% | -2% | -1.9% | ? | 0.6% | -9% | -6% | 10% | -4%
Cc1cc(C)c2c(-n3cccc3)nn(C)c2n1 | 2% | -1% | -0.1% | 3.2% | -0.3% | -8% | 2% | 9% | -5%
COC(=O)c1ccc(N2NC(=O)/C(=C/c3ccc(OC)c(OC)c3)C2=O)cc1 | 18% | 24% | -0.5% | -0.2% | . | 0% | 2% | 16% | 34%
CCOC(=O)c1ccc(N2C(=O)c3n[nH]c(C)c3C2c2ccccc2)cc1 (centres undefined) | 3% | 15% | 0.1% | 3.0% | -1.8% | -3% | -2% | 0% | -10%
O=C(c1cc(-c2cccc(Cl)c2)nc2ccccc12)N1CCN(c2ccccn2)CC1 | 9% | 23% | 1.0% | 12% | . | 8% | 5% | 0% | 5%
COc1c(/C=N/NC(=O)[C@H]2C[C@@H]2c2ccccc2)c(CCN(C)C(C)=O)cc2c1OCO2 | 0% | 4% | -0.1% | . | . | -4% | -12% | 2% | 2%
C=CCN1CCc2c(cc(O)c(O)c2Cl)C(c2ccccc2)C1 (centres undefined) | -3% | 23% | 0.8% | 8.9% | . | 1% | 11% | 18% | 0%
O=C(NCc1csc(-c2cccs2)n1)Nc1ccc(F)cc1F | 12% | 6% | -0.9% | . | . | -6% | -3% | 18% | -3%
CCCCC(=O)Nc1cccc(-c2ccc3nncn3n2)c1 | 9% | 13% | 0.0% | 1.8% | . | -8% | 3% | 0% | -6%
O=C1C(=O)N(CCCN2CCOCC2)C(c2cccs2)/C1=C(/O)c1ccc2c(c1)OCO2 (centres undefined) | . | 5% | 0.1% | . | -2.1% | 3% | -7% | 0% | .
CC1(C)C(C=C(Cl)Cl)C1C(=O)Nc1ccc([N+](=O)[O-])cc1 (centres undefined) | . | 3% | ? | -0.8% | -0.9% | 2% | 16% | 0% | .
COc1ccc(CCCC(=O)NCc2ccccc2)cc1C | 4% | 27% | -0.9% | -0.2% | 0.8% | -3% | -12% | 6% | -3%
COc1ccc(Cl)cc1C(=O)Nc1nc2ccccc2[nH]1 | 3% | 5% | -0.6% | 1.4% | . | -1% | -4% | -4% | -3%
O=C(Nc1nnc(S(=O)(=O)N2CCCC2)s1)c1ccccc1Br | 1% | . | 0.3% | 0.0% | . | -4% | . | 0% | -8%
COc1c2ccccc2nc2ccccc12 | 4% | 4% | -1.8% | 3.0% | . | -4% | 22% | 9% | 7%
CN(C)Cc1c(O)ccc2c1O/C(=C\C=C\c1ccccc1)C2=O | -8% | 14% | -0.1% | -0.1% | . | 5% | -49% | 12% | 15%
O=C(Oc1ccc(=O)n(-c2ccccc2)n1)c1ccccc1 | 3% | 24% | -0.2% | 1.6% | 0.3% | -5% | -10% | 4% | -19%
CCCCOc1ccc(S(=O)(=O)N2CCN(c3ccc(N4CCN(CC)CC4)nn3)CC2)cc1 | -1% | 15% | . | -2.1% | . | . | 5% | . | 7%
COC(=O)[C@@]12CCCN1[C@H](c1ccc(-c3ccc(Cl)c(Cl)c3)cc1)[C@H]1C(=O)N(C)C(=O)[C@H]12 | -10% | 5% | . | 5.2% | . | . | . | . | -8%
COc1ccc(NC(=S)N2CCN(C/C=C/c3ccccc3)CC2)cc1OC | 10% | 7% | -0.1% | -0.7% | -1.5% | -7% | 12% | 15% | -2%
CCn1nnc(NC(=O)c2ccc([N+](=O)[O-])o2)n1 | -3% | 16% | 0.0% | -0.6% | 0.5% | 0% | -21% | 7% | -9%
Nc1cccc2c1nnn2C1OC(CO)C(O)C(O)C1O (centres undefined) | 4% | 14% | . | 1.4% | -0.4% | -2% | -6% | 0% | -7%
O=C(CN1CCN(c2ccccc2O)CC1)NC(=O)NC1CCCC1 | 4% | -1% | -0.4% | 0.7% | 0.8% | -4% | 2% | 2% | -8%
COc1ccc(-n2nc3c(c2NC(=O)CCl)CSC3)cc1 | 6% | 17% | -1.8% | 1.6% | . | -11% | 2% | 8% | 5%
CC1(C)CC(=O)C(C=NCC2CCNCC2)=C(O)C1 | 5% | 13% | 0.5% | 2.7% | 0.8% | -7% | -14% | -4% | -3%
O=C(NNC(=O)c1cc2c(s1)CCCC2)c1ccccc1 | 9% | 5% | -0.8% | 1.0% | -2.7% | -8% | 21% | -1% | -1%
COc1ccc(/C=N/n2c(C)nnc2C)c(OC)c1OC | 9% | 8% | 0.3% | -0.6% | -0.7% | -2% | 1% | -2% | -8%
COc1ccc(C(=O)Nc2nnc(S(=O)(=O)N(C)Cc3ccccc3)s2)cc1 | 10% | -18% | 2.4% | -0.1% | . | -6% | 3% | -1% | -7%
NC(=O)C1CCN(C(=O)c2ccc3nc(N4CCCCC4)sc3c2)CC1 | 6% | 11% | 0.0% | 2.4% | . | -7% | -1% | 20% | 5%
CCC(C)NC(=O)c1[nH]c(C)c(C(=O)OC)c1C (centres undefined) | 4% | 3% | -0.1% | -0.4% | -1.7% | -10% | -11% | -11% | 1%
COc1ccc(-c2noc(N3CCC(C(=O)NCc4ccc(F)cc4)CC3)n2)cc1 | -5% | 3% | 0.4% | 3.6% | . | -6% | . | 11% | -3%
